RXFP1 ag – agonists of human relaxin receptor RXFP1 | Potency, µM (doses to about 57.5 µM), for inactives: top-dose activation, actives largely listed as activators | HEK293T-RXFP1 cAMP TR-FRET, 30 min; response scale: percent of porcine relaxin response, buffer zero | 370,000 tested, 0.3% active | Q9HBX9; note: potency is the fitted concentration of half-maximal effect; % is set by controls: 0 for no effect and ±100 for the full control effect; nearly all actives have a fitted effect of over 60% in size; many of its hits are not listed in these tables
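HEK293T cells stably expressing RXFP1 were pretreated with the PDE4 inhibitor Ro 20174, exposed to compounds for 30 min at 37C, lysed, and cAMP was read by TR-FRET. Data normalized to buffer (basal) and 29 nM porcine relaxin (100%).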
Vif-APOBEC3G blk – inhibitors of Vif-APOBEC3G interaction; 410,000 tested, 0.076% active; HeLa A3G-eYFP + Vif (tagged APOBEC3G with the HIV-1 protein that degrades it), YFP fluorescence, overnight; Q9HC16; AID 602310; Potency, µM (highest dose often 46.1 µM), for the others: top-dose activity, negative = active, most hits filed as inhibitors;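 note: potency is the fitted concentration of half-maximal effect; % is set by controls: 0 for no effect and ±100 for the full control effect; nearly all actives have a fitted effect of over 60% in size; hits raise eYFP signal because A3G escapes Vif-driven loss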
Target sequence (Q9HC16 whole entry, looked up): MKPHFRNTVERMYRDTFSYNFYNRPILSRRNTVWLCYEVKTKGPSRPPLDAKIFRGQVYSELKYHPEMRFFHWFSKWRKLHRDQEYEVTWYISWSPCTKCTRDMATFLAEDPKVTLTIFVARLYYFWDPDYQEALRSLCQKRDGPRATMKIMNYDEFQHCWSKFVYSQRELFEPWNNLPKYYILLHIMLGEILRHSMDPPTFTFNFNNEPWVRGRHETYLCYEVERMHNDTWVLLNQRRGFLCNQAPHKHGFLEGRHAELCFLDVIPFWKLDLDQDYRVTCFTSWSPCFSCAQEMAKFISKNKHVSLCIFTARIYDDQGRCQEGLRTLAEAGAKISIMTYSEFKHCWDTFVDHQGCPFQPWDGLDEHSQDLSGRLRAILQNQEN
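Read-out is eYFP fluorescence (Ex 488/Em 500-530) from Vif-expressing HeLa A3G-eYFP cells; more signal means A3G escaped Vif-mediated degradation. Cells plated overnight, compound pinned in, incubated overnight at 37 deg C.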
mIDH1 inhibitor – blocks human mutant IDH1 R132H enzyme; O75874; IDH1-R132H enzyme, NADPH consumption, diaphorase/resazurin fluorescence; Potency, µM (doses to about 76.6 µM), without a hit: at the top dose activity change, negative = inhibition, hits mostly inhibitors; 390,000 tested, 0.093% active; AID 602179; note: potency is the fitted concentration of half-maximal effect; % is set by controls: 0 for no effect and ±100 for the full control effect; nearly all actives have a fitted effect of over 65% in size
Target sequence (O75874 whole entry R132H, stated change not applied): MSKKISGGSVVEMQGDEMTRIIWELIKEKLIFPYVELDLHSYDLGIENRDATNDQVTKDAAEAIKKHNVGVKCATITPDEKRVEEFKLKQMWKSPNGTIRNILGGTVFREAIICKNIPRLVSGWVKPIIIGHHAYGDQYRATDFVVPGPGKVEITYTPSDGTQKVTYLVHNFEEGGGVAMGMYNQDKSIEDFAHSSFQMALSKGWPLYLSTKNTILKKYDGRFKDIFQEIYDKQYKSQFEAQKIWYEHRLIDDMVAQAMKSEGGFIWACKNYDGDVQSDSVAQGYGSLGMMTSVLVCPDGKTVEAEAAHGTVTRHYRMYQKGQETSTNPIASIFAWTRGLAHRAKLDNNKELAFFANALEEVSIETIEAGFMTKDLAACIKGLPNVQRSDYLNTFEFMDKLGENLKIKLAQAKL
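IDH1-R132H (0.5 ug/mL) preincubated 30 min with compound, then NADPH (0.016 mM) and alpha-KG (2 mM) added; 80 min at RT, pH 7.5. Remaining NADPH coupled via diaphorase/resazurin to fluorescence (540/590 nm); concentration-response curves normalized to no-enzyme control.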
PI4K2A inh – inhibitors of human PI4K2A | Q9BTU6 | purified PI4K2A, ADP-Glo luminescence, 1 h; active compounds read low | activity change, negative = inhibition, % at 76.9 µM | 420,000 tested, 0.13% active | AID 1346378; in the data active = activity change below about -50%; inconclusive = mostly about -30% to -49%;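 note: -100% = wells without enzyme as full effect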
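Compounds are screened against recombinant PI4K2A using PI as substrate and ATP, the latter dispensed at 300 microM. Reactions run one hour at ambient temperature before ADP-Glo detection; full inhibition defined by wells lacking enzyme.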
GRP78 ERSR act – inducers of ER stress response in human glioma cells; Potency, µM, for the others: top-dose activation, most hits filed as activators; U87-MG GRP78 promoter luciferase reporter, 16 h; 420,000 tested, 0.02% active; note: potency is the fitted concentration of half-maximal effect; series mostly up to about 76 µM; % of control where 0% means no effect; nearly all actives have a fitted effect of over 35% in size
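ERSR induction read as luciferase luminescence (Bright-Glo, 10 min at room temperature) in stably transfected human U87-MG glioma cells exposed to compounds for 16 h, using GRP78 as sensor.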
TrxR1 substrate – rat thioredoxin reductase 1 substrate activity | O89049 | AID 588456 | 390,000 tested, 0.01% active | Potency, µM (doses to about 114 µM), for the others: at the highest dose activity change, negative = substrate turnover | purified TrxR1 substrate turnover, NADPH consumption readout; note: potency is the fitted concentration of half-maximal effect; % is set by controls: 0 for no effect and ±100 for the full control effect; nearly all actives have a fitted effect of over 50% in size
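Rat TrxR1, dispensed at 90 nM, was prereduced with 400 uM NADPH (final) for 5 min at ~22 deg C, then incubated with compound 15 min before 400 uM selenite. A first-read NADPH fluorescence drop versus no-compound background flagged substrates.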
Vif-A3F inh – inhibitors of Vif-A3F interaction. HeLa A3F-eYFP + Vif (tagged APOBEC3F with the HIV-1 protein that degrades it), YFP fluorescence increase. Potency, µM (highest dose often 46.1 µM), inactives show top-dose activity, negative = active. 390,000 tested, 0.2% active. AID 602313; note: potency is the fitted concentration of half-maximal effect; % of control where 0% means no effect; nearly all actives have a fitted effect of over 65% in size
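Fluorescence increase (Ex 488/Em 500-530) after overnight compound treatment at 37 deg C flags inhibition of Vif-driven A3F-eYFP loss in stable HeLa A3F-eYFP/Vif cells seeded overnight beforehand.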
LDHA block – blocks human lactate dehydrogenase A | P00338 | purified LDHA, NADH/diaphorase-resazurin fluorescence; active compounds read low | activity change, % (values are at about 110 or 230 µM) | 480,000 tested, 0.15% active | AID 1347041; in the data active = activity change below about -30%; inconclusive = mostly about -25% to -30%;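 note: plate controls were DMSO wells for no effect and wells without enzyme for full effect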
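Human LDH5 (2 nM) was incubated with 0.06 mM NADH and 0.2 mM pyruvate for 5 min at room temperature in Tris pH 7.4. Remaining NADH was coupled through diaphorase/resazurin, and resorufin fluorescence was read at 0 and 20 min.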
USP1-UAF1 inh – USP1/UAF1 (human) deubiquitinase inhibition; recombinant USP1/UAF1, Ub-Rhodamine cleavage fluorescence; 390,000 tested, 0.23% active; Potency, µM (titrated, usually from 57.1 µM), for inactives: at the top dose activity change, negative = inhibition, hits mostly inhibitors; note: potency is the fitted concentration of half-maximal effect; % is set by controls: 0 for no effect and ±100 for the full control effect; nearly all actives have a fitted effect of over 60% in size; inactives centre near -12
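USP1/UAF1 complex at 1 nM was preincubated with compound for 15 min at room temperature, then Ub-Rho substrate (150nM final) was added. Fluorescence (480/540 nm) was read kinetically, 6 reads every 60 seconds.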
An asterisk follows results filed as active; ? = inconclusive; nt = not tested or not shown; & = joins results of further samples; [ ] = another dose, or the depositor's remark. Unless noted, calls come from the whole dose curve; as a rule, active = well fitted curve in the direction sought with a large enough effect; inconclusive = small, poorly fitted or top-dose-only effect, or another doubt; inactive = no such curve, though single readings can be large; an effect the other way counts as inactive or inconclusive. Some of the compounds tested; count on the stated rates, not on these rows.

SMILES	RXFP1 ag	Vif-APOBEC3G blk	mIDH1 inhibitor	PI4K2A inh	GRP78 ERSR act	TrxR1 substrate	Vif-A3F inh	LDHA block	USP1-UAF1 inh
Cc1ccc(OCC(=O)c2ccc3c(c2)CCCC3)cc1C	-3.5%	-4%	0%	-2	7%	1%	-13%	-8	-6%
O=C(CN1C(=O)c2ccccc2C1=O)Nc1ccc2c(c1)OCO2	1.7%	1%	2%	1	-2%	5%	-3%	4	-18%
COCCCNC(=O)c1ccccc1NS(=O)(=O)c1ccc(C)cc1	0.3%	0%	2%	0	-3%	5%	-5%	-2	0%
CCOC(=O)COc1nc(C)c(Br)c(OC)n1	-1.0%	-1%	13%	0	-2%	7%	-3%	-8	?
CC(=O)c1cccc(CN2CCC(C(=O)Nc3ccc(Oc4cccnc4)cc3)CC2)c1	0.1%	1%	6%	-2	-3%	6%	-9%	-8	-13%
CCCNC(=O)c1ccc2c(=O)c(O)c(-c3ccc(Cl)c([N+](=O)[O-])c3)[nH]c2c1	0.4%	-22%	-2%	-3	-1%	4%	-3%	9	0%
CCC(=O)N1N=C(c2cccs2)CC1c1ccco1 (configuration not stated)	4.8%	-6%	-10%	1	-1%	-2%[57.1 µM]	-10%	-2	-6%
COc1ccc(S(=O)(=O)Nc2ccc3c(c2)C(=O)N([C@@H](C)CO)C[C@@H](C)[C@H](CN(C)C(=O)CCCN(C)C)OCCCC[C@H](C)O3)cc1	nt	2%	17%	-7	-2%	nt	0%	-1	-18%
CC(=O)N1CCc2cc(Br)cc(S(=O)(=O)CCC(=O)N3CCN(c4ccccc4)CC3)c21	-0.8%	-3%	1%	0	-1%	10%	-1%	-9	-10%
CCOc1ccc2nc(N(CCN(CC)CC)C(=O)c3ccc([N+](=O)[O-])cc3)sc2c1	-0.4%	-1%	1%	-3	-1%	1%	5%	-7	-14%
Cc1ccc(S(=O)Cc2ccc(C(=O)NCc3ccc(OC(C)C)cc3)o2)cc1 (configuration not stated)	5.1%	5%	-4%	0	-1%	-5%	8%	-7	3%
COc1ccc([C@@H]2[C@@H]3C(=O)N(C(C)(C)C)C(=O)[C@@H]3[C@]3(CC(C)C)C(=O)N(c4ccccc4)C(=O)N23)cc1	-0.3%	-5%	-2%	-1	-2%	-6%	0%	-5	19%
CC(Cc1ccccc1)NC(=O)C1(c2ccccc2)CCOCC1 (configuration not stated)	1.5%	-4%	3%	1	-2%	4%	-7%	-4	-11%
COc1ccc(CNS(=O)(=O)c2cc3c(cc2Cl)NC(=O)CO3)cc1	1.7%&2.6%	-2%&2%	0%&44%	2&2	-4%&-4%	13%[57.1 µM]	2%&-6%	-6&-6	-25%&-1%
CCOC(=O)N1CCN(C(=O)c2ccc3ccccc3c2)CC1	-2.2%	-3%	-1%	0	-8%	8%[57.1 µM]	0%	-2	-3%
O=C1COc2ccc(-c3cc(-c4ccc(F)cc4)c4c(n3)-c3cc(Cl)ccc3OC4)cc2N1	3.8%	0%	3%	2	3%	-1%	-10%	-3	-24%
CCOc1ccc(N(C)C(=O)CCc2nnc3ccc(N4CCCCC4)nn23)cc1	5.3%	5%	6%	-2	-5%	0%	-4%	1	-23%
O=C(Nc1cccnc1)/C(N=Nc1ccc(Cl)c(C(F)(F)F)c1)=C(\O)c1ccccc1	0.2%	-4%	6%	-1	-4%	0%	5%	1	-5%
CCOC(=O)c1c(Nc2ccccc2)sc(/C=C2\C=Nc3ccccc32)c1O	0.5%	-5%	2%	0	-2%	-16%	2%	1	-3%
Cc1ccc(Cn2cc(S(=O)(=O)c3ccc(Cl)cc3)c(=O)c3cc4c(cc32)OCO4)cc1	0.2%	-5%	-11%	-3	-4%	2%	4%	-13	?
COc1ccc(CCN2CCCC(CN(C)Cc3cc(Cl)c(O)c(OC)c3)C2)cc1 (configuration not stated)	1.3%	2%	8%	4	-3%	-9%[2.29 µM]	0%	7	-22%
CCc1cc2c(=O)c(-c3nc4ccccc4n3C)coc2c(CN2CCCCC2)c1O	2.3%	5%	-6%	2	-2%	6%	?	-2	2%
CC(NS(=O)(=O)c1ccccc1)C(c1cccs1)N1CCN(c2ccccc2)CC1 (configuration not stated)	-0.4%	3%	0%	2	-2%	-5%	-10%	0	-13%
CCCCSc1nnc(-c2cc3c(C(F)(F)F)nn(C)c3s2)n1C	-0.5%	0%	0%	2	2%	6%	-2%	2	-20%
NC(=O)COC(=O)c1cccc(S(=O)(=O)N2CCN(c3ccc(F)cc3)CC2)c1	-0.1%	1%	-9%	1	-4%	1%[57.1 µM]	3%	-9	3%
COc1cccc(-c2nnc(NC(=O)c3ccco3)s2)c1	8.6%	-5%	-9%	0	-3%	-5%	-7%	-14	-13%
CC1(c2ccccc2)NC(=O)N(CC(=O)Nc2ccccc2C(=O)NC2CC2)C1=O (configuration not stated)	0.0%	-4%	1%	4	-6%	-7%	1%	-2	-20%
CCCN(CCC)C1=N/C(=C\c2ccco2)C(=O)N1c1ccccc1	-0.1%	-1%	-3%	-9	-3%	-10%	-9%	7	-15%
COC(=O)c1ccccc1NC(=O)c1nn(-c2ccc(OC)cc2)c(=O)c2c1c1ccccc1n2C	-0.1%	nt	nt	2	nt	0%	nt	-9	-22%
CC(C)NC(=O)c1ccccc1NC(=O)Cc1ccc(Br)cc1	2.4%	-5%	10%	-1	-3%	-6%[57.1 µM]	8%	-3	-9%

Laid out differently: two of the compounds above.
Structure,RXFP1 ag,Vif-APOBEC3G blk,mIDH1 inhibitor,PI4K2A inh,GRP78 ERSR act,TrxR1 substrate,Vif-A3F inh,LDHA block,USP1-UAF1 inh
COc1cccc(-c2nnc(NC(=O)c3ccco3)s2)c1,8.6%,-5%,-9%,0,-3%,-5%,-7%,-14,-13%
COC(=O)c1ccccc1NC(=O)c1nn(-c2ccc(OC)cc2)c(=O)c2c1c1ccccc1n2C,-0.1%,nt,nt,2,nt,0%,nt,-9,-22%

Carrying on:
SMILES	RXFP1 ag	Vif-APOBEC3G blk	mIDH1 inhibitor	PI4K2A inh	GRP78 ERSR act	TrxR1 substrate	Vif-A3F inh	LDHA block	USP1-UAF1 inh
Cc1cc(NC(=O)C(C)SCC(=O)N(C)CC(=O)Nc2ccc(Br)cc2C)no1 (configuration not stated)	-1.2%	-1%	1%	7	-5%	-9%	-3%	-1	-2%
COc1ccc(CN2CCN(CC(=O)Nc3ccccc3C(=O)NC3CC3)CC2)cc1F	0.0%	0%	-12%	-2	-3%	8%	-1%	2	2%
Cc1ccc(/C=C/C(=O)Nc2ccc(Oc3ccccc3)cc2)o1	-3.4%	-15%	8%	-1	2%	4%	-17%	-3	-15%
Cc1ccccc1CNC(=O)C(=O)NCC1CCCN1S(=O)(=O)c1cccs1 (configuration not stated)	-0.5%	-6%	2%	0	0%	-3%	-8%	-2	-13%
Cc1cc(C)c2c(CN3CCN(Cc4ccccc4)CC3)cc(=O)oc2c1	1.8%	5%	4%	-5	-4%	-2%	9%	0&5	-22%
Cc1cc(OCC(=O)N2CCc3ccccc3C2)c(C)cc1Br	1.1%	0%	-2%	3	3%	-13%	-12%	0	-12%
CCN(C[C@H]1N[C@@](Cc2ccccc2)(C(=O)OC)[C@H]2C(=O)N(C)C(=O)[C@@H]12)C(=O)c1ccccc1	nt	-1%	0%	-1	1%	8%	3%	-3	-18%
COc1ccc(C(=O)On2c(-c3ccc(Br)cc3)nc3ccccc3c2=O)cc1	-0.3%	-17%	-5%	9	-5%	-2%	4%	0	-16%
O=c1c2c([N+](=O)[O-])cc([N+](=O)[O-])cc2sn1Cc1ccccc1	0.5%	-7%	2%	-7	-16%	-11%	5%	-1	-18%
CCc1cc(C(=O)N2CCCC(C(=O)c3cccc4ccccc34)C2)n(C)n1 (configuration not stated)	1.5%	-3%	7%	-5	2%	-4%	-22%	-5	-20%
Cc1cccc(OC(C)C(=O)Nc2cc(S(=O)(=O)N3CCCCC3)ccc2C)c1 (configuration not stated)	-3.1%	0%	3%	0	-3%	-2%	4%	1	-1%
O=C(COc1ccccc1)N1CCN(C(=O)c2cccs2)CC1	2.4%	-1%	5%	9	-1%	9%[57.1 µM]	-6%	-13	-2%
O=C1COc2ccc(C(=O)CSc3ccccc3C(=O)O)cc2N1	-2.9%	3%	-7%	0	-2%	-5%	-4%	-4	-1%
CSc1ncccc1C(=O)Nc1cccc(S(=O)(=O)N(C)c2ccccc2)c1	2.9%	0%	-10%	2	-2%	-8%	-12%	-4	-5%
O=C(OCc1nnc(-c2ccccc2)o1)c1ccc2ccccc2n1	-0.6%	5%	3%	2	2%	-21%[57.1 µM]	-6%	0	-22%
COc1ccc(OC)c(-c2cc(C(F)(F)F)c3c(n2)sc2c(O)cc(=O)[nH]c23)c1	7.9%	-4%	4%	-3	-2%	-9%	5%	-1	-22%
CCN(CC)S(=O)(=O)c1cccc(NC(=O)CSc2nc3ccccc3[nH]2)c1	2.8%	-1%	0%	-3	-4%	-3%	3%	-1	-10%
Cc1ccc(C)c(N2CCN(C(=O)c3ccc4c(Cl)c5c(nc4c3)CCCC5)CC2)c1	1.4%	-1%	-3%	-5	-2%	10%	-11%	-2	-27%
CC1=CCC2C(=O)N(c3ccc(C(=O)Nc4ccccc4Cl)cc3)C(=O)C2C1 (configuration not stated)	1.4%	2%	-2%	-5	-4%	-3%	1%	0	-8%

Assay outcomes deposited in PubChem by National Center for Advancing Translational Sciences (NCATS).
